Compound activity as filed in PubChem.
KCNK9 block = human KCNK9 channel inhibition. Q9NPC2. HEK293 KCNK9, FluxOR thallium flux fluorescence; hits give low values. B-score at 10 µM. 310,000 compounds, 1.2% hits. AID 488922;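 active means ratio B-score over 3 SD below the library mean, with starting fluorescence within 5 SD of its mean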;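 further: negative B-score means less thallium flux so channel inhibition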
hERG protect = shields human hERG channel from block by proarrhythmic agents | 310,000 compounds, 0.51% hits | CHO-hERG, FluxOR thallium flux, dofetilide IC70 present | activation (rescue from dofetilide block), less the hit threshold, % at 10 µM | Q12809 | AID 1511;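 active means activation above the mean of controls blocked by dofetilide plus 5 SD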;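 further: thallium influx through hERG after potassium depolarization seen as dye fluorescence rise; in these data hits start at about 4.7%; inactives centre near -7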
Target sequence (Q12809 whole entry, looked up): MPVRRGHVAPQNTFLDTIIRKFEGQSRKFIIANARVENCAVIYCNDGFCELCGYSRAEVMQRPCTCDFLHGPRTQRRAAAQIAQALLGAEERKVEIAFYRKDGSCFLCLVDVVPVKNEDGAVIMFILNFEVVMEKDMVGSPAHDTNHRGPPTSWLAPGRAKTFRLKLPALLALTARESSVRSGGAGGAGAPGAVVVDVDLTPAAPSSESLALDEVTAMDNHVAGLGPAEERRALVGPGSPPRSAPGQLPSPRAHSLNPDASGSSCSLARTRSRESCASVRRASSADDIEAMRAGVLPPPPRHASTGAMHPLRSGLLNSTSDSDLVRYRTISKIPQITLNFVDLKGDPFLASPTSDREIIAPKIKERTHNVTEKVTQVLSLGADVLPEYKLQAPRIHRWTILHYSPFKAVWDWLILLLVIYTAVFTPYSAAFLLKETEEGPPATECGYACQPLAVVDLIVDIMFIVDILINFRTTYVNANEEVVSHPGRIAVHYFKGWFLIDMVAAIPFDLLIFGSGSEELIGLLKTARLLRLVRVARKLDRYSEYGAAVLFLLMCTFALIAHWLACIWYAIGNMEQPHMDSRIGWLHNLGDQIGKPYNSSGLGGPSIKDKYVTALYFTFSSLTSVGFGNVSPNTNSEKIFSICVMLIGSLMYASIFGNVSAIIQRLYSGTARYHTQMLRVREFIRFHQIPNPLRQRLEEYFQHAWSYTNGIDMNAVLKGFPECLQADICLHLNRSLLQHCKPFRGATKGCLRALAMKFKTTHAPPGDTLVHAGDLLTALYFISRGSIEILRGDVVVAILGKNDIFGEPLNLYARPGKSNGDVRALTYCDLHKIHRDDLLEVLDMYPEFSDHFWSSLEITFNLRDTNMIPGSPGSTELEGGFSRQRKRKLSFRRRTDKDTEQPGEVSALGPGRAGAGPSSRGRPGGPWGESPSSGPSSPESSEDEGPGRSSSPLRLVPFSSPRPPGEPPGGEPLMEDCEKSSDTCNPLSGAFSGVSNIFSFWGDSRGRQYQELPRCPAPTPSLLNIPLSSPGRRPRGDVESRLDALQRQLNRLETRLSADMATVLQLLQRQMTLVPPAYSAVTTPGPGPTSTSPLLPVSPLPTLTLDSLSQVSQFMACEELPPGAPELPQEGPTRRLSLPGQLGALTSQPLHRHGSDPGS
RGS4 pot = potentiators or activators of RGS4; HEK293 M3R/inducible RGS4, carbachol calcium flux Fluo4; hits give low values; B-score at 10 µM; 310,000 compounds, 0.92% hits; AID 463111;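 active means B-score of the integrated calcium signal more than 4 SD below the library mean, with starting fluorescence not abnormally high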;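 further: negative B-score means reduced calcium response which marks RGS4 activation or potentiation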
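Material: Inducible-RGS4 HEK293 cells carrying M3 receptor; also added: carbachol at ECmax as muscarinic agonist stimulus; incubation: compound preincubation 20 min at room temperature before agonist; signal: Fluo4-AM (2 µM) calcium-flux fluorescence, kinetic read; measure: integrated calcium ratio converted to B score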
TMEM16A act = mouse TMEM16A channel activation, primary screen; Q8BHY3; HEK293 TMEM16A/YFP-H148Q/I152L, iodide quench fluorescence; hits give low values; B-score at 10 µM; 340,000 compounds, 0.3% hits;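 active means fluorescence-ratio B-score plate-corrected deviation score at least 3 library SD below zero, with starting fluorescence score within 5 deviations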;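 further: channel opened by trigger with iodide after compound preincubation; score built on the fluorescence ratio of max minus min over baseline; more negative score means more quench and so TMEM16A activation or potentiation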
RGS4 block = inhibitors of human RGS4. HEK293 M3R/RGS4 inducible, Fluo-4 calcium flux; hits give high values; triggered by carbachol at its EC20. B-score at 10 µM. P49798. 310,000 compounds, 0.45% hits;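 active means B-score, a plate-corrected calcium signal, over three deviations above library mean, with baseline fluorescence within five deviations of library mean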;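 further: RGS4 expression induced by doxycycline in cells with stable M3 receptor; B-score is computed from the integrated fluorescence ratio over baseline after carbachol; higher B-score means a larger calcium signal and so more RGS4 inhibition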
TMEM16A inh = mouse TMEM16A channel inhibition, primary screen. Q8BHY3. HEK293 TMEM16A/YFP iodide influx fluorescence, ionomycin. normalized B-score (activity score, 25-100; higher = stronger inhibition) at 10 µM. 310,000 compounds, 1.2% hits;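 active means ratio plate-corrected score three or more library SD toward inhibition, starting fluorescence score within five deviations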;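 further: score derived from kinetic fluorescence span divided by baseline fluorescence per well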
KCNQ1 pot = potentiators or activators of human KCNQ1 potassium channel; AID 2648; CHO-K1 KCNQ1, thallium flux FluxOR fluorescence; hits give high values; 310,000 compounds, 0.35% hits; P51787; B-score at 10 µM;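 active means fluorescence ratio B-score, a plate-corrected score, at least three library SD, with initial intensity B-score within 5 SD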
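Medium – assay buffer, equal DMSO in all wells · Material – CHO-K1 cell line with stable KCNQ1 potassium channel expression · Signal – kinetic FluxOR thallium fluorescence, 10-s 1-Hz baseline, 110-s post-stimulus read · Compound – single concentration per compound, DMSO matched to controls · Schedule – 37 °C overnight plating, 90-min dark dye load, 20-min compound pretreatment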
MrgX1 PAM = allosterically activates human MrgX1 receptor signaling; MrgX1-HEK293, Fluo-4 calcium flux, FDSS; hits give high values; 310,000 compounds, 0.63% hits; Q96LB2; B-score at 10 µM; AID 588675;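 active means plate-corrected calcium response at least 3 library SD above typical, normal starting fluorescence, not activating the receptor alone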;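 further: compound read alongside a low EC10 to EC30 dose of BAM8-22 agonist; peak minus trough fluorescence over baseline measured at the second addition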
KCNK3 block = human KCNK3 channel inhibition, primary screen | O14649 | CHO-KCNK3 thallium flux, FluxOR fluorescence; hits give low values | B-score at 10 µM | 340,000 compounds, 0.84% hits | AID 602410;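 active means B-score under library mean minus 4 SD, starting fluorescence ratio at most library mean plus 5 SD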;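 further: more negative B-score means stronger inhibition of thallium flux through KCNK3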
KCNQ1 block = inhibitors of human KCNQ1 potassium channel; AID 2642; P51787; CHO-K1 KCNQ1, FluxOR thallium flux fluorescence; hits give high values; B-score at 10 µM; 310,000 compounds, 1.3% hits;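 active means compounds whose thallium flux B-score, printed positive for inhibition, exceeds three library SD while starting fluorescence stays within three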;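 further: channel opened by potassium depolarization with thallium stimulus after 20 min compound exposure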
MrgX1 agonist = human MrgX1 receptor agonism, primary screen. 310,000 compounds, 0.44% hits. B-score at 10 µM. MrgX1-HEK293 cells, Fluo-4 calcium fluorescence, agonist mode; hits give high values. Q96LB2;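 active means calcium response B-score plate-corrected fluorescence ratio at least 3 library SD, with starting fluorescence B-score inside 5 SD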
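times = overnight plating, then 30 min 37 °C plus 30 min room-temperature dye loading | assay system = stable human MrgX1 HEK293 cell line | input = fifteen thousand cells per well | signal = kinetic calcium dye fluorescence, Fluo-4 NW | dosing = compound delivered in addition one of three | read-out = B-scored fluorescence response ratio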
* = called active by the depositor; i = inactive; . = no result given.

SMILES	KCNK9 block	hERG protect	RGS4 pot	TMEM16A act	RGS4 block	TMEM16A inh	KCNQ1 pot	MrgX1 PAM	KCNK3 block	KCNQ1 block	MrgX1 agonist
NC(=O)COc1ccc(NS(=O)(=O)Cc2ccccc2)cc1	i	-4	i	i	i	i	i	i	i	i	i
CCCCn1c(N)c(N(CC(C)C)C(=O)C2CCCN(C(=O)c3ccc(Cl)cc3)C2)c(=O)[nH]c1=O (centres undefined)	i	-19	i	i	i	i	i	i	i	i	i
COc1ccc(Cn2ccnc2SCC(=O)Nc2ccccc2OC)cc1	i	-9	i	i	i	i	i	i	i	i	i
CCc1cc(C(=O)Nc2cc(S(=O)(=O)N(C)C)ccc2C)sc1C	i	-10	i	i	i	i	i	8.4*	-9.3*	i	i
CCC(C(=O)NC1CCCC1)N(C(=O)c1snc(C(N)=O)c1N)c1ccc(OC)cc1 (centres undefined)	i	-1	i	i	i	i	i	i	i	i	i
Cc1ccc(C2=NNC3(CCOC(C)(C)C3)S2)cc1 (centres undefined)	i	-2	i	i	i	i	i	i	i	i	i
Cc1cc(N2CCCC2)c(F)cc1/C=C\[N+](=O)[O-]	i	-36	i	i	i	.	i	.	-10*	i	.
O=C(CCS(=O)(=O)c1ccc(Br)cc1)N1CCN(c2ccc(Cl)cc2)CC1	i	-6	i	i	i	i	i	i	i	i	i
Cc1ccc(C)c(N(CC(=O)NCc2ccccc2)C(=O)c2csnn2)c1	i	-12	i	i	i	i	i	i	i	i	i
Oc1ccc(C2=NNC(=NCc3ccc4c(c3)OCO4)SC2)c(O)c1	i	-16	i	i	i	i	i	i	i	i	i
Cc1ccc(C)c(S(=O)(=O)N2CCN(C(=O)CCNS(=O)(=O)c3ccc(C)c(C)c3)CC2)c1	i	-13	i	i	i	i	i	i	i	i	i
COc1cccc(NS(=O)(=O)c2ccc3[nH]cc(C(=O)NCCC(C)C)c(=O)c3c2)c1	i	-4	i	i	i	i	i	i	i	i	i
Cc1cccc(N2CCN(C(=S)c3ccccc3)CC2)c1	i	-7	i	i	i	i	i	i	i	i	i
O=C(c1cc2ccccc2c(=O)o1)N1CCCCCC1	i	-8	i	i	i	i	i	i	i	i	i
O=c1c2cc(NC(=S)NC3CCCCC3)ccc2nc2n1CCCCC2	i	-4	i	i	i	i	i	i	i	i	i
O=C(NC(=S)Nc1ccc(S(=O)(=O)Nc2ccccc2)cc1)C1CC1	i	-6	i	i	i	i	i	i	i	i	i
CC(NC(=O)Cn1ncc(Cl)c(Cl)c1=O)C12CC3CC(CC(C3)C1)C2 (centres undefined)	i	-7	i	i	i	100*	i	i	i	i	i
CC[n+]1c(S(=O)(=O)[O-])ccc2ccc(C)cc21	i	-7	i	i	i	i	i	i	i	i	i
Cc1ccccc1OCC(=O)Nc1ccc2oc(=O)ccc2c1	i	-4	i	i	i	i	i	i	i	i	i
COCCCNC(=O)c1ccccc1NS(C)(=O)=O	i	-1	i	i	i	i	i	i	i	i	i
O=C(COC(=O)c1ccc2c(c1Cl)C(=O)c1ccccc1C2=O)NC1CC1	i	0	i	i	i	i	i	i	i	i	i
CCOC(=O)c1c(C)[nH]c(C)c1C(=O)CSc1nc2ccccc2n1CCC#N	i	-11	i	i	i	i	i	i	i	i	i
COc1ccc(C(=O)CSc2nnc(COc3ccc(C#N)cc3)n2-c2ccccc2)cc1	i	-14	i	i	i	i	i	i	i	i	i
COc1ccc(NC(=O)C2CCN(S(=O)(=O)c3ccc(Br)s3)CC2)cc1OC	i	-11	i	i	i	i	i	i	i	i	i
CC(C)[C@H]1CN=C2N(CCNC(=O)CCC3CCCCC3)[C@H](Cc3ccc(O)cc3)CN21	i	-4	i	i	i	i	i	i	i	i	i
O=C(Nc1cccc(C(F)(F)F)c1)c1ccc(N2CCNCC2)c([N+](=O)[O-])c1	i	-10	i	i	i	i	i	i	i	i	i
COc1ccc(-c2cc3c(=O)n(CC(=O)Nc4ccc(C(C)=O)cc4)ncn3n2)cc1	i	-6	i	i	i	i	i	i	i	i	i
O=C(COC(=O)CCC(=O)c1ccc(Cl)cc1)NCCc1ccccc1	i	-18	i	i	i	i	i	i	i	i	i
Cc1cc(=O)oc2c(CN3CCCCC3)c(O)c(Cl)cc12	i	2	i	i	i	i	i	i	i	i	i
Cc1cccc(N2CCN(C(=O)c3cc4c(=O)n(C)c5ccccc5c4n3C)CC2)c1C	i	-7	i	i	i	i	i	i	i	i	i
c1ccc(Cn2c(NCc3ccccn3)nc3ccccc32)cc1	i	-1	i	i	i	i	i	i	i	i	i
O=C(NCc1ccc(N2CCCC2=O)cc1)c1cnccn1	i	-19	i	i	i	i	i	i	i	i	i
CSc1nc(Oc2ccc3ccccc3c2)c2sccc2n1	-10*	-5	i	i	i	i	i	i	-9*	i	i
CC(=O)Nc1ccc(NC(=O)CSc2ccc(-c3ccc(-n4ccnc4)cc3)nn2)cc1	i	-13	i	i	i	i	i	i	i	i	i
O=C(CSc1cccc[n+]1[O-])c1ccccc1Br	i	-9	i	i	i	i	i	i	i	i	i
COc1ccc(CNC(=O)C/C(C)=N/NC(=O)c2cnccn2)cc1	i	-7	i	i	i	i	i	i	i	i	i
NNC(=O)c1cc(Cl)ccc1Cl	i	0	i	i	i	i	i	i	i	i	i
N#CCC(CNc1ncc(C(F)(F)F)cc1Cl)OC(=O)c1ccc(Cl)cc1 (centres undefined)	i	-3	i	i	i	i	i	i	i	i	i
Cc1ccc(OCC(O)CN2C(=O)NC(C)(C)C2=O)cc1 (centres undefined)	i	-8	i	i	i	i	i	i	i	i	i
Cc1nn(-c2ccccc2)c(C)c1/C=N/NC(=O)c1cc(-c2ccc(Cl)s2)[nH]n1	i	-27	-7.8*	i	i	i	i	i	-12*	i	i
CC(=O)c1ccn(S(=O)(=O)c2ccc(Cl)cc2)c1	i	-10	i	i	i	i	i	i	i	i	i
CC(=O)Oc1ccc2c(c1)c(C(C)=O)c(C)n2C	i	-2	i	i	i	i	i	i	i	i	i
O=C(/C=C\c1ccco1)Nc1nc(-c2ccc3ccccc3c2)cs1	i	-9	i	i	i	i	i	i	i	i	i
CCn1c(-c2cccc(Cl)c2)n[nH]c1=S	i	0	i	i	i	i	i	i	i	i	i
Cc1cccc(N(Cc2cc(=O)[nH]c3ccccc23)C(=O)C(C)C)c1	i	-8	i	i	i	i	i	i	i	i	i
CCCCCOc1ccc(/C=C/C(=O)NCCc2nc3ccccc3[nH]2)cc1OC	i	-10	i	i	i	i	i	i	i	i	i
CC1CCCCN1Cc1nc2c(c(=O)n(C)c(=O)n2C)n1Cc1c(F)cccc1Cl (centres undefined)	.	.	.	i	.	i	.	i	i	.	i
CCC(=O)Nc1ccc2oc(-c3ccccc3Br)nc2c1	i	-11	i	i	i	i	i	i	i	i	i
CC(=O)c1c(C(C)=O)c(C)n(-c2ccc(C(=O)O)cc2)c1C	i	-2	i	i	i	i	i	i	i	i	i
CC(=O)OCC1=C(C(=O)O)N2C(=O)C(NC(=O)c3ccc(COc4c(C)cccc4Cl)o3)C2SC1 (centres undefined)	i	4	i	i	i	i	i	i	i	i	i
COc1ccc(-c2c3c(=O)n(C)c(=O)n(C)c3cn2Cc2ccccn2)cc1	i	-6	i	i	i	i	i	i	i	i	i
COc1ccc(Br)c(C(=O)OCc2cc(=O)oc3cc(C)ccc23)c1	i	-2	i	i	i	i	i	i	i	i	i
COCCn1c(SCc2cc(=O)n3cc(C)ccc3n2)nc2ccccc2c1=O	i	-7	i	.	i	i	i	i	.	i	i
COCCCn1c(=O)/c(=C\c2ccccc2OC(F)F)s/c1=C(/C#N)C(=O)NCCOC	i	-8	i	i	i	i	i	i	i	i	i
Cc1ccc(-c2c(C)c(-c3ccc(F)cc3)nc(N)c2C#N)o1	i	-3	i	i	i	i	i	i	i	i	i
Cc1nc(SCC(=O)Nc2ccc(N3CCOCC3)cc2)nc(C)c1C	i	-5	i	i	i	i	i	i	i	i	i
CCn1c(SCCC(=O)O)nnc1-c1cccnc1	i	-10	i	i	i	i	i	i	i	i	i
COCCNC(=O)C1CCCN(c2nn3c(=O)cc(C)nc3s2)C1 (centres undefined)	.	.	.	i	.	i	.	i	i	.	i
NNC(=O)CSc1nc(-c2ccccc2)nc2c1CCCC2	i	-6	i	i	i	i	i	i	i	i	i
CCOC(=O)c1c(NC(=O)CSc2nnnn2-c2ccccc2)sc2c1CC(C)(C)NC2(C)C	i	-12	i	i	i	i	i	i	i	i	i

Continuation:
SMILES	KCNK9 block	hERG protect	RGS4 pot	TMEM16A act	RGS4 block	TMEM16A inh	KCNQ1 pot	MrgX1 PAM	KCNK3 block	KCNQ1 block	MrgX1 agonist
S=c1[nH]nc(-c2cc(-c3ccccc3)n[nH]2)n1/N=C/c1cccc(Cl)c1	i	-16	i	i	i	i	i	i	i	i	i
CCCCNC(=O)NCCN1CCOCC1	i	-9	i	i	i	i	i	i	i	i	i
C/C(Cl)=C/Cn1c(SCC(C)C)nc2c1c(=O)[nH]c(=O)n2C	i	-3	i	i	i	i	i	i	i	i	i
Cc1ccc2nc(CCCc3nc4ccc(C)cc4[nH]3)[nH]c2c1	i	-9	i	i	i	.	i	.	i	i	.
O=S1(=O)N=C(N2CCCC2)c2ccccc21	i	-2	i	i	i	i	i	i	i	i	i
COCCCNC(=O)CN(c1ccc(OC)cc1)S(=O)(=O)c1ccc(NC(C)=O)cc1	i	-14	i	i	i	i	i	i	i	i	i
COc1ccc(NC(=O)C/C(C)=N/NC(=O)c2ccco2)c([N+](=O)[O-])c1	i	-4	i	i	i	i	i	i	i	i	i
CCN(C(=O)CN(C)Cc1cccc(Cl)c1Cl)c1c(N)n(Cc2ccccc2)c(=O)[nH]c1=O	i	-4	i	i	i	i	i	i	i	i	i
